PfHsp90 set2 = growth inhibition of PfHsp90-expressing yeast, primary screen, antimalarial PfHsp90 inhibitor project, S. cerevisiae, BacTiter-Glo luminescence, single point, set 2 | 310,000 tested, 0.32% active | BacTiter-Glo ATP, 48 h; yeast lacking PDR1 and PDR3 efflux regulators | AID 504621, 2011 | inhibition, % at 9.4 µM;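 active = every replicate shows inhibition above about 80%, whatever the replicate mean, limit read from the data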;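 note: 0% = DMSO neutral controls and 100% = 20 µM radicicol positive controls; yeast relying on Plasmodium falciparum Hsp90 in place of its own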
OPRM1-OPRD1 ag = agonists of OPRM1-OPRD1 heterodimerization, primary screen, cell-based, luminescence; Mu-type opioid receptor (Homo sapiens) + Delta-type opioid receptor (Homo sapiens), …; cells; activation, % at 9.3 µM; 340,000 tested, 0.3% active; AID 504326, 2011; in the data active = activation above about 18%;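 note: 0% = vehicle-treated cells and 100% = reference agonist; values of inactives mirror those of a sister screen read the other way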
PKA-R2B activ = activators of PKA-R2B holoenzyme, primary screen, biochemical, fluorescence polarization, Cy5-IP20, human | cAMP-dependent protein kinase catalytic subunit beta (Homo sapiens) + cAMP-dependent … | PKA-R2B holoenzyme dissociation; R2B truncated from residue 108, S112A mutant; 0% DMSO only, 100% 113 µM cGMP | activation, % at 11.4 µM | 340,000 tested, 0.079% active;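 active = activation above a cutoff set at the mean over all compounds plus 3 SD, cut at about 18% in these data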;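 note: higher means more holoenzyme dissociation and a rise in polarization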
Target sequence (P31323 whole entry, looked up, other chains not shown, the tested form may be a part): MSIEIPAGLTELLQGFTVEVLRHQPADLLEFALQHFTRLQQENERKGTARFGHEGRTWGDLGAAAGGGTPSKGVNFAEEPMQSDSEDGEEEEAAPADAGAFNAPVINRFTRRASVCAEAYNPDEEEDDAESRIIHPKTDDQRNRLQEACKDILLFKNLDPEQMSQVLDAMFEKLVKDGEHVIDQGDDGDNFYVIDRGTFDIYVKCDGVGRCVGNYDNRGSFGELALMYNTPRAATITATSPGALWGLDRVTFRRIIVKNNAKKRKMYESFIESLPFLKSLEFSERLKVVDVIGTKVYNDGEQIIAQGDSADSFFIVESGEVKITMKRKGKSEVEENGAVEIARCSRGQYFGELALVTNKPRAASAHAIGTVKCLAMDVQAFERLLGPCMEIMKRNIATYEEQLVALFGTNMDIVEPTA
Ecoli viability = E. coli V3065 growth inhibition, primary screen, counter-screen for AddAB inhibitor project, absorbance, OD600 | 330,000 tested, 0.27% active | 18 h | inhibition, % at 11.9 µM;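 active = inhibition above the campaign's mean inhibition across all tested compounds plus 3 SD, cut at about 9.9% in these data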;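 note: uninfected addAB+ strain grown without phage in ampicillin broth; 0% = DMSO wells and 100% = ciprofloxacin 0.95 µg/ml wells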
MOR-DOR inv ag = inverse agonists of MOR-DOR heterodimerization, primary screen, cell-based, luminescence. Mu-type opioid receptor (Homo sapiens) + Delta-type opioid receptor (Homo sapiens), …. cell-based MOR-DOR heterodimer luminescence, inverse agonism. inhibition, % at 9.3 µM. 340,000 tested, 0.21% active; in the data active = inhibition above about 22%, passing the limit was not always enough;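 note: 0% = cells with DMSO and 100% = wells without cells with DMSO; values of inactives mirror those of a sister screen read the other way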
HTR5A inv ctr = HTR5A inverse agonists in luminescence cell assay, primary screen, counter-screen for OPRM1-OPRD1 heterodimer inverse agonist project, full-deck HTS; HTR5A cell line, inverse agonism; 340,000 tested, 0.083% active; AID 504634, 2011; 5-hydroxytryptamine receptor 5A (Homo sapiens), P47898; inhibition, % at 9.3 µM; in the data active = inhibition mostly above about 23%, no sharp cut-off; inactive = mostly below about 18%;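 note: 0% = cells with DMSO and 100% = no-cell wells with DMSO; some compounds called inactive have numbers as strong as hits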
Target sequence (P47898 whole entry, looked up): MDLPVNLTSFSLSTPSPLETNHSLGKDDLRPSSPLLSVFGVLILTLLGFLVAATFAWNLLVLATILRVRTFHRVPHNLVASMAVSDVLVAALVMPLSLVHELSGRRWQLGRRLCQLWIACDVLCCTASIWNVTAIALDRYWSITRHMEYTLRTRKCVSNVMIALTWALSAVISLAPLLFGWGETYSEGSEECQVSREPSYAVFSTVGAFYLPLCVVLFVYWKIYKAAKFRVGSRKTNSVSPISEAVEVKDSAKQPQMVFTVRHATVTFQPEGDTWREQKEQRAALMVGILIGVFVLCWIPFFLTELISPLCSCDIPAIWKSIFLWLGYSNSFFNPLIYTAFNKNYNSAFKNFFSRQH
phage Ecoli inh = growth loss of phage-infected E. coli, primary screen, RecBCD inhibitor project, absorbance, with phage, HTS. 360,000 tested, 0.26% active. inhibition, % at 11.9 µM; in the data active = inhibition above about 11%
Mot1-301 SUMO = yeast Mot1-301 growth rescue at high temperature, primary screen, SUMOylation pathway inhibitor project, S. cerevisiae, ATP luminescence, 38.5C; AID 2716, 2010; S. cerevisiae Mot1-301 growth rescue; percent above DMSO median, 100 means doubled; 320,000 tested, 1% active; growth rescue, % at 18.8 µM;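 active = every valid replicate shows activation above 250% relative to neutral control wells; inactive = the rest, any valid replicate at or below 250%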;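 note: OY570 slx delta 5 strain wells were the positive control but not used for scaling; some compounds called inactive have numbers as strong as hits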
AddAB inh = growth inhibition of E. coli expressing H. pylori AddAB, primary screen, AddAB inhibitor project, absorbance | inhibition, % at 11.9 µM | 330,000 tested, 0.29% active | AID 435030, 2010; in the data active = inhibition above about 12%;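 note: 0% = vehicle wells of infected cells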
Tat export inh = E. coli Tat export inhibitors, primary screen, MC4100, TorA-mCherry reporter, fluorescence, single point; inhibition, % at 10 µM; 340,000 tested, 0.036% active; AID 488895, 2010;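 active = mean replicate inhibition at least 50% and at least half of replicates individually reaching 50%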;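 note: exported cargo escapes ClpAP degradation while cytoplasmic cargo is degraded and loses fluorescence; 0% = median of neutral control wells and 100% = median of NaSCN control wells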
PKA-R1A activ = activators of PKA-R1A holoenzyme, primary screen, biochemical, fluorescence polarization, Cy5-IP20, bovine R1A, mouse PKAc. cAMP-dependent protein kinase type I-alpha regulatory subunit (Bos taurus) + …. PKA-R1A dissociation; scaled: DMSO 0%, 113 µM cGMP 100%. activation, % at 11.4 µM. 340,000 tested, 0.083% active. AID 504707, 2011;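 active = percent activation above the mean of all tested compounds plus 3 SD, cut at about 19% in these data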;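 note: higher means more PKAc released from R1A so a rise in polarization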
An asterisk follows results filed as active; . = no result given; + = active, no number.

SMILES | PfHsp90 set2 | OPRM1-OPRD1 ag | PKA-R2B activ | Ecoli viability | MOR-DOR inv ag | HTR5A inv ctr | phage Ecoli inh | Mot1-301 SUMO | AddAB inh | Tat export inh | PKA-R1A activ
CCCc1cc(=O)[nH]c2nnc(SCC(=O)Nc3nnc(CC)s3)n12 | -25 | -2.1 | -4 | . | 13 | 8 | 3.0 | . | . | 1 | 5
CC(=O)c1ccc(N2CCN(C(=O)/C=C/c3ccc(S(=O)(=O)N4CCOCC4)cc3)CC2)cc1 | 40 | -0.4 | -6 | -0.9 | 2 | 13 | 1.8 | 98 | 3.1 | 1 | 1
COC(=O)c1ccc(NC(C)=O)o1 | -12 | -3.0 | -6 | -1.0 | 14 | -2 | -2.6 | 8 | 0.3 | 1 | 3
O=S(=O)(c1cccc(Br)c1)N1CCN(S(=O)(=O)c2ccc3c(c2)OCCO3)CC1 | 7 | 0.6 | -3 | 0.3 | -4 | -13 | 1.4 | 15 | 4.2 | -2 | -5
O=C(/C(=C\c1ccccc1)c1nc2ccccc2[nH]1)c1ccc(Cl)cc1 | 104* | 5.9 | -6 | 0.5 | -32 | 16 | -4.8 | + | 5.0 | 2 | 4
COc1ccc(O)c(C(=O)CC(=O)c2ccc(F)cc2)c1 | -11 | 5.5 | -5 | 0.3 | -32 | 10 | 0.7 | 14 | 1.1 | 2 | -6
COc1ccc(-c2c(C#Cc3ccccc3)c3ccccc3n2C)cc1 | 11 | 0.2 | -1 | -0.2 | -1 | -12 | 1.3 | -25 | 1.0 | 1 | 4
O=C(NCc1ccccc1F)C1CCCN1S(=O)(=O)c1ccc(F)cc1 (stereo unspecified) | 4 | -2.9 | -10 | 0.7 | 14 | -3 | 1.4 | 390 | 0.7 | -2 | -5
CN(C)C1NC(=O)c2cc(-c3ccccc3)sc2N1 (stereo unspecified) | 8 | -2.6 | -4 | -2.2 | 12 | -2 | 0.1 | 4 | 1.2 | -4 | -8
CSCC[C@H](NC(=O)[C@H]1CC[C@H](CNC(=O)[C@@H](N)Cc2ccccc2)CC1)C(=O)O | 5 | -1.3 | 4 | 2.0 | 6 | -23 | 4.8 | -9 | -1.1 | 10 | 15
O=C(Nc1ccc(Cl)c(S(=O)(=O)N2CCOCC2)c1)c1ccccn1 | -5 | -0.5 | -4 | 1.6 | 3 | 5 | 2.3 | 7 | 4.8 | -3 | -4
O=C(CSc1nncs1)Nc1cc(-c2ccccc2)nn1-c1ccccc1 | -23 | -3.1 | 6 | 1.2 | 16 | -17 | -0.8 | -9 | 2.9 | 2 | -4
CS(=O)(=O)Nc1ccc(C2=NN(C(=O)C3CCCCC3)C(c3cccs3)C2)cc1 (stereo unspecified) | -42 | 2.8 | -5 | 0.2 | -15 | 1 | 0.4 | -2 | 0.0 | 1 | -8
CCOC(=O)N1CCN(C(=O)c2cccc(S(=O)(=O)Nc3ccc(Br)cc3)c2)CC1 | -34 | 2.2 | 5 | -2.1 | -15 | 9 | 3.5 | . | 4.2 | 4 | -2
CC(C)Cc1nc2sc3c(=O)n(N)cnc3c2c2c1COC(C)(C)C2 | 19 | -3.2 | -6 | 0.8 | 16 | 5 | 1.9 | -32 | -0.2 | 0 | -3
COc1ccc(CNC(=O)[C@H](C)NC(=O)C2CCN(S(=O)(=O)c3ccc(F)cc3)CC2)cc1 | 2 | 0.1 | 4 | 1.3 | -1 | 4 | 0.5 | 11 | 0.1 | -21 | -4
O=C(Nc1cccc(F)c1)Nc1ccc2c(c1)CCC2 | -4 | 9.1 | -10 | 1.4 | -52 | -8 | 1.6 | -14 | 2.0 | 12 | 1
CCOC(=O)C(C)Sc1ncc(OC)c(=O)[nH]1 (stereo unspecified) | -14 | -0.1 | -1 | 1.3 | 1 | -4 | -0.1 | -23 | 1.1 | -3 | 0
Cc1ccc(S(=O)(=O)N(Cc2cccc(C(F)(F)F)c2)C(=O)N2CCN(C)CC2)cc1 | -2 | -1.9 | -1 | -0.3 | 12 | -5 | 3.2 | 5 | -0.7 | 8 | -21
O=C(CSC1=NS(=O)(=O)c2cc(F)ccc2N1)NCCc1ccccc1 | . | -0.4 | -4 | 2.2 | 2 | -6 | 2.2 | 29 | 4.5 | -2 | -1
CC[C@H](C)/C=C(C)/C=C/C(=O)Cc1cc(O)c(C)c(O)c1C=O | 2 | -2.4 | 2 | 1.2 | 12 | -6 | 5.7 | 155 | 3.7 | -4 | -14
CC(=O)Nc1ccc(NC(=O)CSc2ccc(-c3cccnc3)nn2)cc1 | -9 | -1.4 | -7 | -0.2 | 8 | 7 | 1.0 | 102 | 0.9 | -5 | -6
Cc1ccc(OCCNC(=O)CN2C(=O)NC3(CCCC3)C2=O)cc1 | 9 | -0.3 | -8 | -1.0 | 2 | 8 | 2.5 | 2 | -0.3 | 1 | -7
CCCCC(CC)C(=O)N1CCN(C(=O)c2ccco2)CC1 (stereo unspecified) | 30 | -1.2 | 2 | -0.2 | 7 | 1 | 3.9 | . | 0.0 | -5 | -14
NC(=O)c1c(-c2ccc(Cl)cc2Cl)csc1NC(=O)Cc1ccccc1 | -57 | 4.8 | -8 | -2.5 | -33 | -16 | 1.7 | -6 | -0.4 | -2 | 2
CCOC(=O)c1sc2nc(-c3ccco3)c3c(c2c1N)CC(C)(C)OC3 | -5 | -0.6 | 6 | 3.6 | 3 | -5 | 3.1 | -14 | 0.9 | 3 | -8
COc1ccccc1CNn1c(-c2cccc(C)c2)nc2ccccc2c1=O | 10 | 6.8 | -9 | -3.0 | -38 | -22 | 2.2 | 45 | -0.1 | 1 | -10
CCc1ccc(CNn2cnnc2SCC(=O)NC(C)(C)C)cc1 | . | -2.4 | 4 | 2.7 | 12 | 6 | 3.4 | -9 | 6.7 | -5 | -2
Cc1ccc(-n2ncc3c(NNC(=O)c4ccco4)ncnc32)cc1Cl | -29 | -1.3 | -1 | -2.4 | 7 | -4 | -1.8 | 149 | 3.5 | -1 | 6
NC(=O)CC(NC(=O)Cc1ccc(Br)cc1)c1ccc(NCc2ccccn2)c([N+](=O)[O-])c1 (stereo unspecified) | . | -2.4 | -9 | 2.8 | 13 | 4 | 2.5 | -4 | 5.5 | -5 | -3
CCN(CC)c1cc(C(F)(F)F)nc(-c2ccccn2)n1 | . | -1.1 | -4 | 2.7 | 6 | -32 | 0.2 | 201 | 3.0 | 2 | 4
CSCC[C@H](NC(=O)c1cccc(S(=O)(=O)N2CCN(C)CC2)c1)c1nc2ccccc2[nH]1 | -6 | -2.4 | 3 | 1.1 | 11 | -2 | 2.5 | 24 | -1.6 | -4 | -3
Cn1c(C2CCCCC2)nc2c1c(=O)[nH]c(=O)n2Cc1ccccc1 | 6 | -2.0 | -11 | 0.0 | 11 | 2 | 1.7 | 521 | 4.2 | 0 | 4
Cc1cc(C)c2nc(NC(=O)c3cccc(S(=O)(=O)N4CCc5ccccc54)c3)sc2c1 | -33 | -0.9 | -2 | 3.0 | 5 | -25 | 4.3 | -15 | 1.4 | -7 | 8
Clc1ccc(-c2ccc(C=Nc3ccc(N4CCOCC4)cc3)o2)c(Cl)c1 | -1 | -1.9 | -7 | -1.5 | 9 | 2 | 3.0 | -4 | -0.3 | -1 | 2
CCc1cc(C(=O)Nc2cc(S(=O)(=O)N(CC)CC)ccc2N2CCOCC2)sc1C | 8 | -3.3 | -1 | -1.8 | 16 | 2 | 3.7 | 2 | -1.7 | 7 | -14
CCCc1cc(=O)[nH]c(SCC(=O)N(CC)Cc2ccccc2)n1 | -11 | -1.6 | 4 | 2.0 | 9 | -24 | 2.7 | -5 | 3.2 | 11 | 9
CCC(c1nnnn1C(C)(C)C)N1CCN(Cc2ccccc2OC)CC1 (stereo unspecified) | -6 | -1.0 | -12 | -2.7 | 5 | -2 | 3.1 | -7 | 2.1 | -9 | -11
Cc1nc(C)c(C(=O)C2=C(O)C(=O)N(CCCn3ccnc3)C2c2ccc(Cl)cc2)s1 (stereo unspecified) | 13 | 0.3 | 5 | -0.4 | -1 | -8 | 2.4 | 4 | 0.5 | 0 | -2
COc1cc2c(cc1OC)C(c1ccccc1Cl)N(C)CC2 (stereo unspecified) | 11 | -0.5 | 6 | -0.8 | 2 | 1 | -0.6 | 3 | 0.4 | 1 | 7
Cc1cc(C)c2nc(NC(=O)C3CSC4(C)CCC(=O)N34)sc2c1 (stereo unspecified) | 11 | 2.2 | -6 | 1.8 | -9 | -1 | 1.6 | -4 | 2.5 | -4 | 0
S=C(NCc1ccco1)N1CCN(c2cccc(Cl)c2)CC1 | 25 | 2.2 | 3 | 0.9 | -11 | -3 | 3.7 | 99 | 4.5 | 6 | -4
CC(=O)Nc1ccc(NC(=O)Cn2nc(C(=O)Nc3ccc(C)cc3)ccc2=O)cc1 | 7 | -3.2 | -4 | -0.6 | 17 | 0 | 0.2 | -12 | -0.6 | -4 | 1
CCOc1ccccc1Nc1nnc(SCC(=O)N2CCCC2)s1 | . | -2.9 | -3 | 3.2 | 17 | -2 | 2.2 | -24 | 1.9 | 4 | -8
CCc1nnc(NC(=O)CSc2nc3cc4c(cc3cc2C)OCCO4)s1 | 20 | -1.5 | 2 | 0.7 | 8 | 0 | 0.6 | 17 | 2.1 | -4 | -8
Cc1cc(Cl)ccc1OCCCC(=O)NNC(=O)c1ccccc1O | . | 1.4 | 0 | 8.3 | -9 | 21 | 9.5 | 221 | 17* | 2 | 0
COc1ccc(C2CC(c3ccccc3)=NN2C(=O)COC(=O)c2cccc(O)c2)cc1 (stereo unspecified) | . | 5.0 | -2 | -1.3 | -26 | 12 | 2.3 | -1 | -0.7 | 3 | 5
COCCNc1nc2nonc2nc1N(C)Cc1ccc(C)cc1 | -8 | -2.8 | 3 | 0.5 | 13 | 6 | 2.8 | 2 | 0.3 | -2 | -7
Cc1ccc(NC(=O)Nc2sc(=S)n(C)c2C)cc1 | 24 | -2.2 | 0 | -2.3 | 11 | 8 | . | 329 | 0.1 | 2 | -3
CCOc1ccc(CCNC(=O)CCS(=O)(=O)c2ccc(OC)cc2)cc1OCC | -21 | -2.8 | -7 | -0.8 | 18 | -13 | 4.1 | -1 | -1.4 | -8 | -13
CCOCc1nnc(NC(=O)CCc2ccccc2)s1 | -11 | 0.5 | 1 | -1.8 | -2 | -7 | 0.6 | 17 | 0.5 | -2 | 4
